Source: PubChem (National Center for Advancing Translational Sciences (NCATS))
POLI inh: DNA polymerase iota (human) inhibition; Q9UNA4; Pol iota fluorescent replication assay, 10 min; Potency, µM (highest dose often 115 µM), without a hit: at the highest dose activity, negative = inhibition, actives largely listed as inhibitors; 390,000 tested, 1% active; AID 588590; also: potency is read from the fitted curve at half-maximal effect
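Fluorescent replication assay read twice, at 0 min and 10 min after adding 50 nM (final) substrate. Enzyme (10 nM) and compounds were first incubated 15 min at room temperature; enzyme-free buffer wells were negative controls.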
Pol kappa inh: DNA polymerase kappa (human) inhibition. Potency, µM (series often up to 107 µM), for inactives: at the highest dose activity, negative = inhibition, usual class: inhibitors. 400,000 tested, 0.53% active. Q9UBT6. purified Pol kappa, fluorescent DNA synthesis assay, 10 min; also: potency is read from the fitted curve at half-maximal effect; % is scaled to controls: 0 for no effect and ±100 for the full control effect
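Pol kappa 10 nM + cpd, 15 min RT; start w/ substrate 50 nM final; fluorescence kinetic read, 0 and 10 min. Neg ctrl: buffer, no enzyme.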
12-LOX inh: ALOX12 (human) lipoxygenase inhibition | 580,000 tested, 1.1% active | P18054 | AID 1671190 | purified 12hLO, xylenol orange hydroperoxide absorbance | Potency, µM (doses to about 108 µM), without a hit: at the top dose activity change, negative = inhibition, hits mostly inhibitors; also: potency is read from the fitted curve at half-maximal effect; % is scaled to controls: 0 for no effect and ±100 for the full control effect
Target sequence (P18054 whole entry, looked up): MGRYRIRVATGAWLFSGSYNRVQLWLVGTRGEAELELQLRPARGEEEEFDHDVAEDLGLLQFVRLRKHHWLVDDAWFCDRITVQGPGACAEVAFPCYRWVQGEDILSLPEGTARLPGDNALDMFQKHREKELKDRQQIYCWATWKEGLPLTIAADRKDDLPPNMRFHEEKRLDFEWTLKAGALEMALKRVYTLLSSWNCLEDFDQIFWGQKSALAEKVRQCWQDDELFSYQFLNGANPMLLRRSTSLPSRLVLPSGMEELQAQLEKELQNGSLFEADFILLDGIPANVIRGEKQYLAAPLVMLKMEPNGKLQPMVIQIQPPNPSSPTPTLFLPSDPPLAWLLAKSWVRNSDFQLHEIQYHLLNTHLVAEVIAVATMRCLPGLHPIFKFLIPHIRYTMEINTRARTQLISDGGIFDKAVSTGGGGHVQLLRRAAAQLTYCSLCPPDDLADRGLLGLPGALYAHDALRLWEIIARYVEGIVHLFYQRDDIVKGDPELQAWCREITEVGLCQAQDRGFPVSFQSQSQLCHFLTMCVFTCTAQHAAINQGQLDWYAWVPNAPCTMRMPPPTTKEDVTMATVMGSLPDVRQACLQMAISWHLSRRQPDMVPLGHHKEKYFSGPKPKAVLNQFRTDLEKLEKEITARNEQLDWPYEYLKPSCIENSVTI
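Hydroperoxide product was detected by ferrous iron/xylenol orange as the 573 to 405 nm absorbance ratio. Arachidonic acid at 40 uM (final) was turned over for 30 min at room temperature by 150 nM human 12hLO, pH 7.0 Hepes buffer, after 15 min compound preincubation.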
Pol beta inh: blocks human DNA polymerase beta activity; Potency, µM (top dose mostly 114 µM), inactives show at the highest dose activity change, negative = inhibition, hits mostly inhibitors; Pol beta primer extension/strand displacement, fluorescence kinetic; 340,000 tested, 1.3% active; P06746; also: potency is read from the fitted curve at half-maximal effect; % is scaled to controls: 0 for no effect and ±100 for the full control effect
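Pol beta (10 nM) and compounds were preincubated 15 min at room temperature, then 50 nM substrate (final) started primer extension/strand displacement. Reads were taken at 0 and 10 min; concentration-response data were fitted to a four-parameter Hill equation.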
ERG-DNA inh: inhibitors of human ERG Ets domain-DNA interaction; 370,000 tested, 0.028% active; fluorescence polarization, His-ERG Ets domain / labelled DNA; AID 624246; Potency, µM (titrated, usually from 76.9 µM), for inactives: at the highest dose FP activity, negative = inhibition, hits mostly inhibitors; active = well fitted inhibition curve with a large enough effect in the polarisation, with a control signal flat; inconclusive = small, poorly fitted or top-dose-only effect, or effect the other way, or a change in a side signal; inactive = no such curve, though single readings can be large or run the other way; the % refers to the polarisation;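 also: polarization taken with two DNA probes labelled with fluorescein and Texas red; potency is read from the fitted curve at half-maximal effect; % of control where 0% means no effect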
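His-tagged ERG Ets domain (1 uM in the protein solution; 300mM KCl, 50mM Tris-HCl, 1mM EDTA, 1mM DTT, pH 7.5) received compound, then a probe mix of 5 nM fluorescein-DNA and 100nM Texas-615-DNA. Fluorescence polarization was read for both dyes.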
TRHR ag: activates the human TRH receptor; P34981; TRHR cells, calcium flux fluo-8, FDSS agonist mode; activation, % at 2 µM; 360,000 tested, 0.18% active; AID 493084; in the data active = activation above about 30%; also: 0% is about no effect
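TRHR-expressing cells loaded with fluo-8 calcium dye; 23 nL library compound pin-transferred, kinetic FDSS fluorescence (Ex 480/Em 530) recorded about 180 s for agonist-induced calcium release, before a 10 nM TRH EC20 addition for potentiator mode.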
APE1 inh: inhibitors of human APE1 endonuclease. recombinant APE1, TAMRA/BHQ-2 abasic DNA cleavage fluorescence. Potency, µM (series often up to 65.8 µM), without a hit: at the top dose activity change, negative = inhibition, hits mostly inhibitors. 350,000 tested, 0.35% active;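 also: potency is read from the fitted curve at half-maximal effect; plate controls were vehicle for no effect and reference inhibitor for full effect; nearly all actives have a fitted effect of over 55% in size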
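APE1 at 0.75 nM final was preincubated with compound 15 min at room temperature, then 50 nM double-stranded THF abasic-site substrate (5'-TAMRA/3'-BHQ-2) was added. Fluorescence (ex 525/em 598 nm) was read kinetically; third-minus-first read gave activity.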
Apoferritin bind: binds horse apoferritin like a general anesthetic; P02791; apoferritin/1-aminoanthracene competitive binding, fluorescence; Potency, µM (titrated, usually from 77.5 µM), for the others: top-dose activity change, negative = displacement, usual class: inhibitors; 350,000 tested, 0.074% active; also: potency is read from the fitted curve at half-maximal effect; % is scaled to controls: 0 for no effect and ±100 for the full control effect; nearly all actives have a fitted effect of over 20% in size
Target sequence (P02791 2-175 limits assumed): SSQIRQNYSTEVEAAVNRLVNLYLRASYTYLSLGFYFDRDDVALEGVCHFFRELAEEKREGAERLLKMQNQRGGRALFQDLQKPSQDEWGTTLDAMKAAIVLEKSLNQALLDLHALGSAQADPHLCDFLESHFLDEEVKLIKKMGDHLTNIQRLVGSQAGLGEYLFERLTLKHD
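Read-out: endpoint 1-AMA fluorescence, excitation 380 nm and emission 535 nm, after compounds sit 10 min at room temperature with 10 uM horse-spleen apoferritin in 50% saturated 1-AMA/PBS. Values come from four-parameter Hill fits.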
BLM helicase inh: Bloom syndrome helicase (human) inhibition. P54132. recombinant BLM DNA unwinding, fluorescence dequenching. Potency, µM (series often up to 56.1 µM), without a hit: at the top dose activity change, negative = inhibition, most hits filed as inhibitors. 350,000 tested, 0.2% active;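 also: potency is read from the fitted curve at half-maximal effect; plate controls were vehicle for no effect and no enzyme for full effect; nearly all actives have a fitted effect of over 35% in size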
The depositor's hits bear a star; u = inconclusive; x = no result given; & = joins results of further samples; [ ] = another dose, or the depositor's remark. Unless noted, calls follow the shape of the dose curve; as a rule, active = well fitted curve in the direction sought with a large enough effect; inconclusive = small, poorly fitted or top-dose-only effect, or another doubt; inactive = no such curve, though single readings can be large; an effect the other way counts as inactive or inconclusive. The list is partial, so the mix of outcomes need not match the whole.

Apoferritin bind | APE1 inh | 12-LOX inh | POLI inh | TRHR ag | Pol beta inh | ERG-DNA inh | BLM helicase inh | Pol kappa inh | compound
-1% | 4% | 18% | 6% | -1.2 | 0% | 0% | 1% | 10% | O=c1[nH]nc(SCc2ccccc2)c(=O)[nH]1
-13% | 34% | -6% | 41%[activator] | 0.6 | -9% | -7% | -4% | -1% | O=C(Nc1ccccc1C(=O)Nc1ccc(F)cc1)c1ccco1
1% | x | 0% | -9% | 1.8 | -14% | 1% | -12% | -19% | Cc1ccc2c(CC(=O)Nc3ccc(S(=O)(=O)N4CCC(C)CC4)cc3)coc2c1
-6% | 18% | 0% | 40%[activator] | -0.1 | 15% | -21% | -3% | 2% | CC(C)c1nc(SCC(=O)NCC2CCCO2)c2c(=O)n(C)c(=O)n(C)c2n1 (configuration not stated)
x | 11% | 0% | 10% | 0.1 | x | x | x | -4% | COc1ccc(C(CNC(=O)CNC(=O)c2cccc(C)c2)N2CCOCC2)cc1 (configuration not stated)
-8% | u | u | u | -0.8 | 14µM* | -14% | -5% | 71µM* | COc1cc(-c2noc(C)c2/C=C/c2ccc(C(=O)O)cc2)cc(OC)c1OC
-12% | 2% | 0% | 27% | 0.2 | -11% | -4% | -2% | -8% | COc1cccc(C2/C(=C(\O)c3ccc4c(c3)OCCO4)C(=O)C(=O)N2CCCn2ccnc2)c1 (configuration not stated)
x | -15% | u | 26% | x | x | -7% | x | -1% | COC(=O)CCN(Cc1cc(OC)ccc1OC)S(=O)(=O)c1ccccc1Br
5%[110 µM] | -5% | x | x | x | x | x | -6%[75.6 µM] | u | CCCCCC/C=C1\CC(C(=O)OCC)Oc2ccccc21 (configuration not stated) (tested in a mixture with another compound)
-6% | 13% | 3% | 42%[activator] | 0.1 | 10% | -8% | 1% | -11% | COc1ccc(NC(=O)c2ccccc2C(=O)N2CCCCC2)cc1
-8% | 3% | 0% | 14% | -1.9 | -1% | 12% | 1% | -15% | CCOC(=O)c1c(NC(=O)CCC(=O)N(CC)CC)sc2c1CC(C)(C)OC2
-4% | -6% | u | 1% | 1.2 | 2% | 1% | 0% | -5% | CCS(=O)(=O)N1CCC(C(=O)Oc2ccc(Br)cc2)CC1
-19% | 17% | 19% | 2% | 1.0 | 3% | -5% | -1% | -4% | O=C(N[C@@H]1C[C@H]2CC[C@@H]1C2)c1ccco1
-8% | -5% | 7% | 31%[activator] | -0.7 | 4% | 0% | -6% | -5% | C/C(CC(=O)NC(C)C)=N\NC(=O)C(c1ccccc1)c1ccccc1
-12% | -3% | 0% | 7% | -0.3 | 9% | -12% | -7% | -16% | Cc1c(C(Nc2ccccn2)c2ccc(Cl)cc2)c(=O)n(-c2ccccc2)n1C (configuration not stated)
x | u | -25% | 10µM* | -0.3 | x | u | x | 50µM* | O=C(NC1CC1)C1CCN(S(=O)(=O)c2cc([N+](=O)[O-])ccc2Cl)CC1
4% | x | -17% | 11% | 1.0 | 6% | -1% | -1% | 0% | COc1ccc(C)cc1NC(=O)CC1NCCNC1=O (configuration not stated)
7% | -3% | -10% | 14% | -0.2 | 6% | 12% | -9% | -6% | O=C1C2C(c3ccccc3)CC=CC2[C@H](c2ccc(C(F)(F)F)cc2)N1Cc1ccccc1 (some centres not stated)
-18% | -1% | -13% | -2% | -0.9 | 29% | 6% | 0% | 1% | O=C(Nc1ccc(N=Nc2ccccc2)cc1)c1ccccc1Cl
-17% | u | -9% | u | 0.3 | 40µM* | -2% | -21% | u | O=C(COC(=O)c1cc(S(=O)(=O)N2CCc3ccccc3C2)ccc1Cl)NCc1ccco1
-5% | -1% | -29% | -24% | -0.2 | -2% | 6% | 0% | -5% | O=C(c1ccc(F)cc1)c1cn(Cc2ccc(F)cc2)c2cc3c(cc2c1=O)OCCO3
u | x | u | 9% | 1.2 | -26% | 1% | -3% | 5% | Cc1ccc(C(=O)c2sc(Nc3ccc(F)cc3)c(C#N)c2N)cc1
-13% | 27% | -5% | 12% | -0.1 | -2% | 0% | -2% | -7% | O=C(CN(C(=O)c1csnn1)c1ccc(Br)cc1)NC1CCCCC1
-1% | -1% | -1% | 13% | 0.4 | u | 14% | 3% | -3% | O=C(COC(=O)c1ccc(NS(=O)(=O)c2ccc(F)c(F)c2)cc1)NCC1CCCO1 (configuration not stated)
-4% | 45%[activator] | -2% | 96%[activator] | -0.5 | 25% | -13% | -5% | 0% | COc1ccc(CNC(=O)N2CCN(c3ccccc3)CC2)cc1
-6% | -10% | -16% | 158%[activator] | -0.7 | 17% | -10% | -1% | 2% | CC1CCCC(C)N1C(=O)COc1ccc(C(=O)Nc2ccccc2N2CCOCC2)cc1 (configuration not stated)
-7% | -5% | -30% | 22% | 0.5 | 1% | -9% | -5% | -3% | Cc1ccc(NNC(=O)c2ccno2)c(C)c1
-15% | 8% | -19% | 10% | 0.1 | 57% | 8% | -3% | 7% | Cc1nc(NC(C)(C)CO)c([N+](=O)[O-])cc1[N+](=O)[O-]
-1% | 7% | -6% | 104%[activator] | 0.1 | 64%[activator] | 1% | -4% | 5% | Cc1c(/C=N/NC(=O)c2cccnc2)cc(C#N)n1C
-13% | 9% | 0% | 17% | -0.8 | 7% | -15% | -5% | -4% | CCOc1ccc(S(=O)(=O)Nc2cccc(C(=O)NCC(c3ccc(OC)cc3)N3CCOCC3)c2)cc1 (configuration not stated)
0% | 32% | -11% | -18% | 0.5 | 13% | -5% | -1% | 4% | O=C(O)C1CCN(C(=O)CCN2C(=O)S/C(=C\c3ccccc3)C2=O)CC1
x | -9% | -7% | 14% | 0.4 | x | 4% | x | -24% | Cc1ccc(NC(=O)c2ccc(-n3cncn3)c([N+](=O)[O-])c2)cc1F
1% | 21% | 11% | 14% | -1.3 | 19% | 15% | -1% | -3% | O=C(O)C(Cc1ccccc1)NC(=O)C(c1ccccc1)c1ccccc1 (configuration not stated)
-15% | 2% | 0%[57.4 µM] | 7% | 1.0 | -17% | -4% | 1% | -20% | CCOC(=O)c1cnc(-c2ccccc2)[nH]c1=O
u | -2% | -13% | 50%[activator] | 0.8 | 2% | -4% | 0% | -13% | C/C(=N\NC(=O)CCCNc1ccccc1)c1ccncc1
-4% | x | -9% | -9% | 0.0 | 2% | 8% | -2% | -5%[60.1 µM] | CCOc1ccccc1NC(=O)Nc1ccccc1OCc1cc(=O)n2ccccc2n1
1% | 10% | -10% | -3% | 0.0 | 0% | 1% | 2% | -19% | c1ccc2c(c1)ccc1nnc(-c3ccc4c(c3)OCO4)n12
u | -4% | 5% | 20% | -0.1 | 5% | 3% | -11% | -19% | COc1ccc(C(CC(=O)c2ccccc2)CC(=O)c2ccccc2)cc1OC
x | -8%&-8% | u | 86%[activator] | 0.6&0.0 | x | x | x | 1% | CC(=O)NC(c1cccs1)c1cc(F)c2cccnc2c1O (configuration not stated)
-20% | -2% | 0% | 25% | -0.1 | -15% | 0% | 7% | -5% | COc1cc(C(=S)N2CCOCC2)ccc1OC(=O)c1ccccc1[N+](=O)[O-]
-19% | -2% | -2% | 0% | 0.4 | -11% | 0% | -7% | -7% | O=C(CCS(=O)(=O)c1ccc(Br)s1)NC1CCCCCC1
-2% | 3% | u | -5% | -0.5 | 1% | 0% | -8% | -13% | CC(C)OC(=O)c1c(NC(=O)Cn2cnc([N+](=O)[O-])n2)sc2c1CCCC2
u | 54%[activator] | 42%[activator] | 36%[activator] | 0.1 | 1% | 5% | -2% | 1% | Cc1ccc(CNC(=O)CC(C)S(=O)(=O)c2ccc3c(c2)NC(=O)C(C)S3)cc1 (configuration not stated)
0% | -3% | -5% | 0% | -1.5 | 15% | 1% | -2% | -5% | Cc1cccc2c1cnn2C(=O)Nc1cc(F)ccc1F
-6% | x | 8% | -5% | -0.1 | u | -2% | -7% | -22% | CCc1ccccc1NC(=O)c1nc(-c2ccncc2)no1
-3% | 2% | -6% | -2% | -0.2 | 2% | -1% | -6% | -3% | COc1ccc(Cl)cc1N(CC(=O)NC(C)(C)C)S(=O)(=O)c1ccc(C)c([N+](=O)[O-])c1
x | 13% | 19% | 3% | 1.0 | x | 0% | x | 2% | COc1ccc(CCNC(=O)CSc2nc(=O)n3cccc(C)c3n2)cc1OC
2% | 1% | 20% | -25% | 0.4 | 19% | 13% | -3% | -1% | COc1cc(OC)cc(C(=O)NC(=S)Nc2nc(-c3cc4ccccc4o3)cs2)c1
u | 7% | -6% | 25% | 0.1 | -14% | -2% | -2% | -14% | COc1ccc(C(=O)COC(=O)CN2C(=O)C3C4C=CC(C5CC45)C3C2=O)cc1 (configuration not stated)
-21% | 25µM* | 300%[activator] | 4µM* | 0.0 | 25µM* | 5% | -14% | 45µM* | O=C(O)C(C(=O)/C=C/c1ccco1)=C1SCCS1
4% | 1% | 16% | 30% | 0.0 | 24% | -15% | -2% | -7% | C/C(CC(=O)NC1CCCCCC1)=N\NC(=O)c1cnccn1
-16% | 2% | -13% | 11% | 1.6 | 26% | 6% | -1% | 0% | CCNC(=S)NNC(=O)c1cccn(Cc2ccc(Cl)cc2)c1=O
-3% | -4% | -10% | -7% | 0.8 | 5% | 5% | 0% | 2% | O=C(c1nc2ccccn2c1CNCCCn1nnc2ccccc21)N1CCOCC1

Whole records as entered above.
CCOC(=O)c1cnc(-c2ccccc2)[nH]c1=O reads Apoferritin bind = -15%; APE1 inh = 2%; 12-LOX inh = 0%[57.4 µM]; POLI inh = 7%; TRHR ag = 1.0; Pol beta inh = -17%; ERG-DNA inh = -4%; BLM helicase inh = 1%; Pol kappa inh = -20%
O=C(c1nc2ccccn2c1CNCCCn1nnc2ccccc21)N1CCOCC1 reads Apoferritin bind = -3%; APE1 inh = -4%; 12-LOX inh = -10%; POLI inh = -7%; TRHR ag = 0.8; Pol beta inh = 5%; ERG-DNA inh = 5%; BLM helicase inh = 0%; Pol kappa inh = 2%
